Screens from PubChem BioAssay.
BCR signal inh: qHTS Assay to Find Inhibitors of Chronic Active B-Cell Receptor Signaling; 340,000 compounds, 0.05% hits; ABC-DLBCL IkBa-CBG/CBR reporter, luminescence ratio, 4 h; Potency, µM (highest dose often 46.1 µM), for inactives: at the highest dose ratio change, negative = lower green/red ratio, hits mostly inhibitors; AID 493014, 2011; active means well fitted inhibition curve with a large enough effect in the signal ratio, with a control signal flat, not every such curve was filed as active; inconclusive means small, poorly fitted or top-dose-only effect, or effect the other way, or a change in a side signal; the % refers to the signal ratio;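 further: potency means the concentration at half of the fitted maximal effect; plate controls were basal doxycycline-induced cells for no effect and cells given 10 µM MG132 for full effect; MG132 reads +100%, hits lower the ratio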
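TMD8 ABC-DLBCL cells carrying doxycycline-inducible green luciferase fused to IkappaBalpha plus unfused red luciferase were exposed to compounds (up to 46 uM) for 4 hrs at 37C. Activity came from the overlap-corrected green/red luminescence ratio.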
Giardia kill: Small Molecules that selectively kill Giardia lamblia: qHTS. AID 540267, 2011. 340,000 compounds, 0.15% hits. activity change, % at 7.66 µM, hits read low. Giardia lamblia trophozoite viability; in the data active means activity change below about -80%; inconclusive means between about -30% and that limit;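 further: parasites exposed to compound for two days anaerobically before the ATP read; on the % scale 0 is the no-effect control and ±100 the full control effect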
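Giardia lamblia trophozoites (100 cells/well) were incubated with compounds for 48 h at 37 deg C under anaerobic conditions. Viability was read as ATP content by one-step luminescence after 15-30 min at room temperature.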
B2AR arrestin: qHTS assay of beta-arrestin-biased ligands of beta2-adrenergic receptor; Beta-2 adrenergic receptor (Homo sapiens), P07550; beta-arrestin recruitment to beta2AR, cell-based reporter; Potency, µM (doses to about 46.1 µM), inactives show at the highest dose activation, most hits filed as activators; 330,000 compounds, 0.02% hits; AID 492947, 2010;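 further: potency means the concentration at half of the fitted maximal effect; 0% = DMSO controls and full agonism = EC100 isoproterenol or metaproterenol; nearly all actives have a fitted effect of over 65% in size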
GALK inh: qHTS Assay for Inhibitors of Human Galactokinase (GALK). P51570. Purified GALK, Kinase-Glo residual ATP luminescence. Potency, µM (series often up to 57.5 µM), inactives show at the highest dose activity change, negative = inhibition, hits mostly inhibitors. 270,000 compounds, 0.007% hits. AID 1868, 2009; further: potency means the concentration at half of the fitted maximal effect; on the % scale 0 is the no-effect control and ±100 the full control effect
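Quantitative HTS: GALK 5 nM, ATP 35 uM, galactose 100 uM, 1 h room temperature, then luciferase-based ATP detection.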
Menin MLL FP TR: qHTS Assay for Inhibitors Targeting the Menin-MLL Interaction in MLL Related Leukemias: Competition With Texas Red Labeled MLL-derived Mutant Peptide. O00255. Menin + Texas Red MLL mutant peptide, fluorescence polarization. Potency, µM (titrated, usually from 61.6 µM), without a hit: top-dose FP activity change, negative = inhibition, usual class: inhibitors. 270,000 compounds, 0.23% hits; active means well fitted inhibition curve with a large enough effect in the polarisation, with a control signal flat, not every such curve was filed as active; inconclusive means small, poorly fitted or top-dose-only effect, or effect the other way, or a change in a side signal; inactive means no such curve, though single readings can be large or run the other way; the % refers to the polarisation; further: potency means the concentration at half of the fitted maximal effect; % of control where 0% means no effect; many of its hits are not listed in these tables
a7 integrin act: qHTS for Activators of Integrin-Mediated Alleviation for Muscular Dystrophy; alpha7betagal myoblasts, beta-gal FDG fluorescence, 48 h; Potency, µM (highest dose often 38.3 µM), for the others: at the top dose activation, most hits filed as activators; 350,000 compounds, 0.064% hits; AID 624291, 2012;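 further: potency means the concentration at half of the fitted maximal effect; 100% = response of the positive control SU9516; nearly all actives have a fitted effect of over 60% in size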
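Alpha7betagal+/- myoblasts (passage 13) were plated 16-24 hr, then exposed to compounds (1:260 dilution of DMSO stock) for 48 hours at 37C. After MPER lysis, β-galactosidase reporter activity was read as FDG fluorescence (ex 480/em 540) after 30 minutes.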
PKM2 activator: qHTS Assay for Activators of Human Muscle isoform 2 Pyruvate Kinase; Pyruvate kinase PKM (Homo sapiens), P14618; purified PKM2, Kinase-Glo ATP luminescence, activation; response scale: 0% is enzyme alone, no compound; Potency, µM (titrated, usually from 57.5 µM), inactives show at the top dose activation, usual class: activators; 260,000 compounds, 0.34% hits; further: potency means the concentration at half of the fitted maximal effect; on the % scale 0 is the no-effect control and ±100 the full control effect; nearly all actives have a fitted effect of over 55% in size
Target sequence (P14618 whole entry, looked up, canonical isoform): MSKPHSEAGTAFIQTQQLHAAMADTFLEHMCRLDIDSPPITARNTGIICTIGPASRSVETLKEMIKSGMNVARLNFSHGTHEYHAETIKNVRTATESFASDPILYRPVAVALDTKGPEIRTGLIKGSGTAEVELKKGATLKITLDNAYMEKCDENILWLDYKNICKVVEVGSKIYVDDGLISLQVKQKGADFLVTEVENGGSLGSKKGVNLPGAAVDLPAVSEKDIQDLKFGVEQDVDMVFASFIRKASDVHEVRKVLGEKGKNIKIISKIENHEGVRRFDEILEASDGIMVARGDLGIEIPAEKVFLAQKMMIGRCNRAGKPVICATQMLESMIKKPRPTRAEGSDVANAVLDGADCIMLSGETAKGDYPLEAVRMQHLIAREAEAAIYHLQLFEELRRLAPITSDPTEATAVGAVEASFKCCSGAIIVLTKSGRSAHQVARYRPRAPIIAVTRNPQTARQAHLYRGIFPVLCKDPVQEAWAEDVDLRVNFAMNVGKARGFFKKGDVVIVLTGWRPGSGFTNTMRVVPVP
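hPK-M2, >95% pure; 0.1 mM ADP / 0.5 mM PEP final; imidazole pH7.2 buffer w/ 7 mM MgCl2, 50 mM KCl; 1 h RT; Kinase-Glo lum. Intermediate enzyme activity for dual inhibitor/activator qHTS.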
FBPA coupling cs: qHTS Assay for Inhibitors of Fructose-1,6-bisphosphate Aldolase from Giardia Lamblia: Coupling assay counterscreen; coupling enzyme system counterscreen, AmpLite Red fluorescence; activity change, negative = inhibition, % at 58.2 µM, hits read low; 290,000 compounds, 0.67% hits; AID 2472, 2010; in the data active means activity change below about -30%; further: on the % scale 0 is the no-effect control and ±100 the full control effect
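Counterscreen of the coupled detection system alone, without aldolase: glyceraldehyde-3-phosphate coupling enzymes plus AmpLite Red readout. Compounds at 57.5 uM final, 10 min RT preincubation, 20 min RT reaction, fluorescence 525/598 nm.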
S-ASM inh: Inhibitors of Secretory Acid Sphingomyelinase (S-ASM): qHTS; Sphingomyelin phosphodiesterase (Homo sapiens), P17405; placental ASM, HMU-PC fluorogenic substrate, 60 min; Potency, µM (top dose mostly 57.5 µM), inactives show at the top dose activity change, negative = inhibition, actives largely listed as inhibitors; 340,000 compounds, 0.006% hits; AID 504937, 2011; further: potency means the concentration at half of the fitted maximal effect
Target sequence (P17405 47-631 limits assumed): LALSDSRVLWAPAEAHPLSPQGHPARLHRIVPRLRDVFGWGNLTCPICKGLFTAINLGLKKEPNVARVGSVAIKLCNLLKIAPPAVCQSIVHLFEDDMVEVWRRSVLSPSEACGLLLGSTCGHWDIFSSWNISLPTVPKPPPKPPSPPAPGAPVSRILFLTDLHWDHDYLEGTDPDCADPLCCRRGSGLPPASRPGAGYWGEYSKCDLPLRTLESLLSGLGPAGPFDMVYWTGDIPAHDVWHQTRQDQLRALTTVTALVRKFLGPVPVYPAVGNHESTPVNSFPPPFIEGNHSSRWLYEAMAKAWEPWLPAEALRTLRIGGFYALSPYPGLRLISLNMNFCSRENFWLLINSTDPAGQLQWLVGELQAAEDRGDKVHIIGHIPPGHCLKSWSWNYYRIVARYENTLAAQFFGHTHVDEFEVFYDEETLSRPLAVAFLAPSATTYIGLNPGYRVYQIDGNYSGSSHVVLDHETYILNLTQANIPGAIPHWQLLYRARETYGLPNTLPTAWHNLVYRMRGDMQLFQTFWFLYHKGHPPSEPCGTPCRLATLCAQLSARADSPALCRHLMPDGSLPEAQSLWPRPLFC
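Human placenta-derived ASM preincubated with compound 10 min at room temperature, then reacted with 9 uM (final) fluorogenic HMU-PC substrate for 60 min at 37 C. Stop solution raises pH to 10; fluorescence read at Ex 386/Em 447 nm.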
Tb PFK block: qHTS Assay to Find Inhibitors of T. brucei phosphofructokinase; T. brucei PFK, ADP-Glo luminescence; Potency, µM (doses to about 57.5 µM), inactives show at the highest dose activity, negative = inhibition, hits mostly inhibitors; 330,000 compounds, 0.17% hits;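 further: potency means the concentration at half of the fitted maximal effect; 0% = uninhibited 1x PFK enzyme wells and -100% = no-enzyme wells; nearly all actives have a fitted effect of over 60% in size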
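Activity is normalized to no-enzyme wells (full inhibition) and 1.25 nM enzyme wells (no inhibition). Reaction: 0.5 mM F6P, 0.1 mM ATP, 45 min RT, ADP-Glo luminescence; concentration-response curves fitted and classed by quality.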
TSG101-PTAP inh: qHTS Assay for Iinhibitors of HIV-1 Budding by Blocking the Interaction of PTAP/TSG101; 340,000 tested, under 10 active; Potency, µM (series often up to 115 µM), inactives show at the top dose activity change, negative = inhibition, most hits filed as inhibitors; AID 493005, 2010; Fluorescence polarization, FITC-PTAP peptide / Tsg101 binding; Tumor susceptibility gene 101 protein (Homo sapiens), Q99816; active means well fitted inhibition curve with a large enough effect in the main read-out, with a control signal flat, not every such curve was filed as active; inconclusive means small, poorly fitted or top-dose-only effect, or effect the other way, or a change in a side signal; inactive means no such curve, though single readings can be large or run the other way; further: potency means the concentration at half of the fitted maximal effect; % of control where 0% means no effect
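Tsg101 binding domain (10 uM final) was mixed with compound and a FITC-labeled PTAP peptide (50 nM final) in HEPES pH 7.5 buffer with NaCl, Tween 20, EDTA and TCEP; fluorescence polarization was read after 20 min at r.t.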
* = called active by the depositor; u = inconclusive; x = no result given; [ ] = dose if it differs, or a comment. Unless noted, the call rests on the fitted dose curve; in most records, active means well fitted curve in the direction sought with a large enough effect; inconclusive means small, poorly fitted or top-dose-only effect, or another doubt; inactive means no such curve, though single readings can be large; an effect the other way counts as inactive or inconclusive. A portion of the library; the hit share may differ from the screen's.

SMILES	BCR signal inh	Giardia kill	B2AR arrestin	GALK inh	Menin MLL FP TR	a7 integrin act	PKM2 activator	FBPA coupling cs	S-ASM inh	Tb PFK block	TSG101-PTAP inh
O=C(Nc1ccc2c(c1)OCO2)c1cc(Cl)ccn1	u	-21.7	0.4%	x	x	-27.0%	x	x	0.5%	1.4%	-0.5%
CCCNC(=O)c1ccc(N2CCC3(CC2)CC(c2cccc(Br)c2)=NO3)c(NC(=O)c2cccc(C)c2)c1	1.1%	1.2	-0.1%	x	x	-1.7%	x	x	0.7%	0.0%	-0.3%
NC(=S)Nc1cccc(Cl)c1	-5.5%	-10.6	-1.2%	-1.0%	16.7%	1.2%	-0.5%	3.2	0.5%	-3.5%	-0.2%
COc1ccc(/C=C/C(=O)c2ccc(O)cc2)cc1COc1ccc(F)cc1	u	8.1	-0.2%	-3.0%	u	-65.3%[inhibitor]	-4.1%	-0.3	-20.0%	2.1%	-6.6%
CC(=O)Nc1ccc(Cl)c(-c2nc3ncccc3o2)c1	u	21.9	0.6%	3.8%	10.7%	10.1%	x	6.2	21.3%	-11.1%	-5.6%
CCCCNc1nc(CC)c2c(c1C#N)CCCC2	3.7%	-11.5	-0.5%	1.7%	-9.3%	15.3%	-1.4%	-0.3	0.4%	-3.6%	-5.3%
C[C@H](CO)N1C[C@H](C)[C@@H](CN(C)S(C)(=O)=O)Oc2c(NC(=O)C3CC3)cccc2C1=O	1.8%	15.4	-0.6%	x	x	-3.0%	x	x	2.7%	0.0%	1.5%
N=c1ccccn1CC(O)COc1ccccc1 (stereo unspecified)	-2.1%	-14.8	0.5%	-2.3%	15.2%	4.9%	-5.4%	-0.6	-0.5%	3.0%	-2.7%
CC1=C(C(=O)OC(C)C)[C@@H](c2ccc(C)o2)NC(=O)N1	0.5%	-4.4	-0.1%	x	-11.1%	6.1%	-2.8%	0.7	8.4%	-0.2%	-3.6%
O=C1Nc2cc(C(=O)NCC3CCCO3)ccc2S/C1=C/c1ccccc1F (stereo unspecified)	2.5%	-2.5	0.2%	0.8%	-19.6%	-3.0%	4.5%[0.46 µM]	1.8	-0.1%	8.7%	-5.0%
COc1ccc(/C=C2/N=C3CCCCCN3C2=O)cc1	u	-17.0	-0.6%	1.7%	9.5%	14.7%	-10.2%	0.3	-1.1%	-8.2%	0.7%
O=c1cc(NCc2ccccc2)c2ccccc2o1	-1.2%	15.3	-0.4%	-3.6%	-3.1%	-15.9%	2.7%	-0.2	5.3%	-2.5%	-4.4%
O=C(CNS(=O)(=O)c1ccc(Br)s1)N1CCC(N2CCCCC2)CC1	1.1%	-5.1	0.2%	-1.3%	8.3%	-9.6%	1.1%	2.8	-0.2%	-2.8%	-1.5%
CC(C)(C)c1cc(-c2nc(N)nc(N)n2)cc(C(C)(C)C)c1	-9.5%	2.4	-1.0%	-3.0%	17.5%	5.7%	-2.7%	-2.5	-6.1%	-0.4%	-6.2%
O=S(=O)(c1ccccc1)N1CCN(C(=S)NCCc2ccccc2)CC1	3.7%	25.3	0.2%	-4.4%	u	-21.0%	9.2%	-0.4	2.0%	-3.6%	0.4%
COc1ccc(-c2cc3c(=O)n(CC(=O)NCCCN4CCC(N5CCCCC5)CC4)nc(C)n3n2)cc1	-3.9%	-3.3	5.6%	0.3%	x	-34.4%[inhibitor]	x	x	-1.5%	-1.1%	-2.9%
CCOc1ccc(S(=O)(=O)N2CCN=C2c2ccccc2)c(C)c1C	-2.7%	-27.6	-0.5%	-3.6%	x	-31.7%	-7.8%	x	2.2%	1.8%	-2.9%
COc1ccc(/C(O)=C2/C(=O)C(=O)N(Cc3ccco3)C2c2cccs2)cc1 (stereo unspecified)	22.1%	13.1	0.5%	-0.8%	u	8.7%	u	1.0	0.9%	-8.5%	-2.9%
CCOC(=O)c1sc(=S)n(C)c1NC(=O)c1ccc(C(C)(C)C)cc1	11.6%	-5.7	0.0%	4.9%	x	-34.1%	-2.8%	2.3	-2.9%	-25.2%	0.0%
CN(C)CCCN(C(=O)c1ccc(S(=O)(=O)N2CCCCCC2)cc1)c1nc2c(F)cc(F)cc2s1	-4.5%	-0.7	0.3%	x	x	6.2%	x	x	-0.9%	1.1%	-0.1%
O=C1c2ccccc2C(=O)N1CCc1nc2ccccc2c(=O)n1CCCn1ccnc1	-0.8%	5.3	-0.5%	4.2%	-12.2%	-1.5%	-0.9%	2.2	-2.1%	-9.0%	-3.2%
COc1ccccc1-c1cc(C(F)(F)F)nc(N2CCCCC2)n1	u	6.9	0.0%	-1.0%	-0.9%	4.0%	-0.4%	-4.5	7.2%	2.9%	-1.4%
Cc1nc2ccc(NC(=O)C(F)(F)F)cc2o1	-8.6%	1.5	-0.3%	0.5%	-9.2%	7.3%	-11.4%	-0.9	0.8%	-13.8%	-7.4%
Cc1oc(-c2ccccc2F)nc1CS(=O)(=O)CC(=O)NCCCN1CCc2ccccc2C1	-0.5%	0.3	-0.1%	0.1%	-10.0%	-20.0%	3.3%	0.5	2.0%	4.5%	-1.4%
O=C(OCCN=C1NS(=O)(=O)c2ccccc21)C1CC(=O)N(c2ccc(Cl)cc2)C1 (stereo unspecified)	2.8%	-19.4	-0.1%	-7.3%	3.0%	7.1%	7.0%	-0.1	-2.0%	12.2%	-2.8%
Cc1cc(NC(=O)CN2C(=O)NC(C)(c3ccc(Cl)cc3)C2=O)no1 (stereo unspecified)	-9.6%	-13.3	-0.4%	-0.8%	-18.1%	-16.6%	-0.3%	5.5	2.4%	2.6%	4.4%
O=C(CC1Nc2ccccc2NC1=O)Nc1ccc2c(c1)OCO2 (stereo unspecified)	u	-3.2	-0.5%	2.9%	24.1%	17.3%	3.7%	0.7	14.6%	0.5%	-7.3%
NC(=O)c1c(NC(=O)Cc2ccccc2)sc2c1CCN(Cc1ccccc1)C2	2.5%	5.1	0.2%	x	-8.5%	-10.2%	-1.5%	0.5	15.2%	-5.3%	-14.8%
O=C(CSc1nc(Cc2ccccc2)nc2ccccc12)Nc1ccc2c(c1)OCCO2	u	26.5	-0.3%	2.4%	-0.5%	-25.8%	-2.5%	1.7	2.9%	-0.2%	-4.0%
CCn1nnc(NC(=O)c2ccc(-c3ccc(Cl)cc3)o2)n1	u	u	0.0%	0.2%	36.7%[activator]	4.6%	-6.4%	-0.6	0.3%	0.5%	-2.4%
CC(C)Oc1ccc(/C=N/NC(=O)C(CSCc2ccccc2)NC(=O)c2ccc([N+](=O)[O-])cc2)cc1 (stereo unspecified)	12.1%	21.8	0.0%	1.1%	u	-18.1%	-0.7%	4.8	-6.6%	0.7%	-2.2%
CN(CCCNC(=O)C1CCC(=O)N1Cc1ccccc1Cl)c1ccccc1 (stereo unspecified)	6.3%	7.8	-1.0%	-1.7%	-0.3%	27.1%	1.7%	x	4.8%	0.9%	-4.9%
COc1cccc(C(C(=O)NC2CCCCC2)N(C(=O)CNC(=O)c2ccco2)c2cccnc2)c1 (stereo unspecified)	-13.9%	5.2	-0.2%	-3.3%	-0.1%	25.0%	-7.3%	-1.3	-0.5%	-0.7%	-4.2%
CCCCOC(=O)CSC(=S)N(C)Cc1cccs1	17.8%	4.5	-0.9%	0.0%	-13.4%	45.0%	-16.2%	-4.3	-0.9%	4.8%	-2.7%
Cc1ccc(S(=O)(=O)N2CCN(C(=O)c3cccs3)CC2)c(C)c1	2.6%	-6.8	-0.1%	7.9%	-0.1%	-17.9%	14.2%	1.7	-3.7%	-0.8%	-4.4%
